# Screens from PubChem.
# HUVEC inhibit = human endothelial cell proliferation inhibition; HUVEC proliferation, CellTiter-Glo luminescence, 72 h; active compounds read low; hit rate 1.1% among 86,000; viability, % at 10 µM (by protocol);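 active = viability at or below 30%; inactive = viability above 30%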;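 note: 100% = median luminescence of DMSO-only cell control wells on each plate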
# ERb SRC1 inh = blocks coactivator binding to human estrogen receptor beta; TR-FRET ER-beta LBD / SRC1-Cy5 peptide binding; receptor agonist-loaded with 1 µM estradiol; inhibition, % at 25.6 µM; hit rate 1.3% among 86,000;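 active = compounds whose percent inhibition of the receptor-coactivator binding signal exceeds about 50% in the single-dose screen, limit read from the data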;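 note: 0% = receptor plus peptide wells without compound and 100% = peptide-only wells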
# ERa coact pot = enhances coactivator binding to human estrogen receptor alpha; coactivator binding (% of control), % at 25.6 µM; hit rate 1.3% among 86,000; TR-FRET ERalpha-LBD/SRC-Cy5 coactivator binding, 2 h; 100 = basal binding, no effect; P03372; in the data active = activity above about 200%;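 note: binding measured in presence of low estradiol as agonist stimulus; 0% = peptide alone without receptor and 100% = receptor with peptide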
# Fibroblast inh = blocks proliferation of human lung fibroblasts; LL 47 human lung fibroblast viability, ATP luminescence; active compounds read low; AID 719; viability, % at 10 µM; hit rate 1.1% among 85,000;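 active = viability at or below 50% in the single dose screen; inactive = viability above 50%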;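 note: compound exposure lasted 72 h before the ATP readout; 100% = median luminescence of untreated cell-only wells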
#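 Test system: LL 47 human lung fibroblasts / Incubation: 72 h compound exposure at 37 °C after overnight plating / Technique: luminescent ATP detection, CellTiter-Glo / Compound dosing: 0.1% DMSO in all compound wells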
# Smad3 FoxH1 inh = Smad3 (human) transcription factor binding inhibition | TR-FRET Smad3/Dy647-FoxH1 peptide binding, europium anti-His | inhibition, % at 25 µM | hit rate 0.29% among 88,000 | AID 630;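 active = compounds that reduce the energy-transfer binding signal between the protein and its labelled peptide by more than half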;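 note: 0% = Smad3 plus labelled peptide maximal FRET and 100% = peptide-only background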
# CD11b adhes enh = CD11b/CD18-fibrinogen binding enhancement | P05107+P11215 | K562 CD11b/CD18 adhesion to fibrinogen, ATPlite luminescence | activation, % at 10 µM | hit rate 0.07% among 93,000;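 active = 10 µM primary screen giving 50% or more activity, confirmed by 40% or more on retest at that dose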; note: strong numbers were not always called active
# Target sequence (P05107 whole entry, looked up, other chains not shown): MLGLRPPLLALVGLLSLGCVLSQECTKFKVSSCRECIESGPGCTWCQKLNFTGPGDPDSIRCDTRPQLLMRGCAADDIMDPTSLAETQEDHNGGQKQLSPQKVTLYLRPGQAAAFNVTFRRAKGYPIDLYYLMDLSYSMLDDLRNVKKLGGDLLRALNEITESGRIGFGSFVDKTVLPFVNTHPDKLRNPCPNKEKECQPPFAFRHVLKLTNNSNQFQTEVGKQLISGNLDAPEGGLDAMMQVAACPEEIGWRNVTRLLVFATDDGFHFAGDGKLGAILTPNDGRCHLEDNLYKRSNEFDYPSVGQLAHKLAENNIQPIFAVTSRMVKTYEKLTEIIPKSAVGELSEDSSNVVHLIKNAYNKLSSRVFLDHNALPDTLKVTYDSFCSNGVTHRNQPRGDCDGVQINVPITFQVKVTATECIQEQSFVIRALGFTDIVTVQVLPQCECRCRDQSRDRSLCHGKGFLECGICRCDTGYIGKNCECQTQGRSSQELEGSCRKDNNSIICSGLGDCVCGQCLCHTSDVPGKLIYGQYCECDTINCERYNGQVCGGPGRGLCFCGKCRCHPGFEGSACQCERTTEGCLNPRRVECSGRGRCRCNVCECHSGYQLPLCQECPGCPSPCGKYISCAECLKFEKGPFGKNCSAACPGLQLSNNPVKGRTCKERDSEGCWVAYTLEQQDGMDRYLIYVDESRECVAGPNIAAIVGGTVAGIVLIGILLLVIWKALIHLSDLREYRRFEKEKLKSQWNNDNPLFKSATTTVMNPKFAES
# ERa coact inh = blocks coactivator binding to human estrogen receptor alpha. AID 629. inhibition, % at 25.6 µM. P03372. hit rate 1.7% among 86,000. TR-FRET ER-alpha LBD / SRC-1 peptide, estradiol-bound; in the data active = inhibition above about 50%;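 note: 0% = receptor plus peptide control and 100% = peptide only without receptor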
# H69AR inhibit = blocks growth of human H69AR lung tumor cells. H69AR lung tumor viability, ATP luminescence, 72 h; active compounds read low. viability, % at 10 µM. hit rate 6% among 85,000;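 active = viability at or below 40%; inactive = viability above 40%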;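 note: multidrug resistant small cell line overexpressing MRP-1 efflux transporter; 100% = mean luminescence of untreated control wells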
# MT1-MMP txn act = MT1-MMP promoter transcription activation; HT1080 MT1-MMP promoter luciferase reporter, luminescence, overnight; active compounds read high; activation factor at 10 µM; hit rate 0.16% among 86,000; AID 750;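 active = activation factor of at least 2 for MT1-MMP transcription at 10 µM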
# Starred values were filed as active, the others as inactive; . = no result given; [ ] = dose if it differs, or a comment. The list is partial; count on the stated rates, not on these rows.
SMILES,HUVEC inhibit,ERb SRC1 inh,ERa coact pot,Fibroblast inh,Smad3 FoxH1 inh,CD11b adhes enh,ERa coact inh,H69AR inhibit,MT1-MMP txn act
COCCNC(=O)c1c[nH]c2ccc(OC)cc2c1=O,108,9[fluorescence artefact?],81[fluorescence artefact?],108,0,0,-2[fluorescence artefact?],100,1.2
O=C(COc1ccccc1Cl)Nc1nc(-c2cccs2)cs1,89,-4,101,95,-6,-3,-4,92,1.1
OCCOc1nnnn1-c1ccccc1,109,-2,120,102,3,-2,-9,98,1.2
COc1ccccc1CC(NC(C)=O)C(=O)NC1CCN(c2nnnn2-c2ccccc2)CC1 (centres undefined),99,-3,124,102,9[fluorescence artefact?],-4,3,70,1
Cc1nn(C(=O)c2cccs2)c(N)c1-c1ccccc1,119,2,76,108,-1,-3,-8,90,1.6
CC(C)NC(=O)c1ccc(N2CCOCC2)nc1,99,-4,129,98,12,-2,-8,94,1.2
COc1ccccc1-c1cc(C(=O)NCc2cccs2)no1,92,-31,115,87,-7,-1,-28,63,1.2
COc1ccccc1S(=O)(=O)Cc1ccc(C(=O)NCCN2CCCC2)o1,95,3,108,99,4,-3,-7,99,1
COC(=O)c1ccc(S(=O)(=O)N2CCCCC2)o1,97,-4,93,97,40[fluorescence artefact?],0,-6,96,0.9
CC(C)c1ccc(NC(=O)CSc2nnc(-c3ccccn3)n2C)cc1,108,-5,110,105,4,0,-1,99,1.2
O=c1cc(C(F)(F)F)nc(-c2ccccc2)[nH]1,89,15,111,94,0,-2,-4,93,1.2
CN1CCN(C(=O)C2(NC(=O)Nc3ccccc3Cl)CCCCC2)CC1,92,2[fluorescence artefact?],98,101,-17,.,11,104,1.2
CC1(C)N=C(C(=O)c2ccccc2)N(O)C1(C)O (centres undefined),96,-1,105,98,-4,.,-1,111,1.1
CCOC(=O)c1ccc(NC(=O)CCc2ccc(CC)o2)cc1,93,6,110,109,2,-1,8,82,1.1
COc1cc(NC(=O)c2cnn3c(C)cc(C)nc23)c(OC)cc1Cl,106,1,108,91,3,44,14,77,1.1
Cc1ccc(CN(c2ccc(C(=O)N3CCOCC3)cc2)S(C)(=O)=O)cc1,87,1,106,92,6,-6,-9,80,1.2
CC1(C)C2CCC(C2)C1(C)NC(=O)CN1CCOCC1 (centres undefined),107,3[fluorescence artefact?],114,99,4,-2,-4,92,1.1
CCC1CC2CC(NC(C)=O)C1C2 (centres undefined),97,-8,94,95,-12,.,-4,87,1.2
COc1ccc(CCNC(=O)C2CCN(S(=O)(=O)c3cccc4nsnc34)CC2)cc1OC,103,-27,103,110,4,.,-12,97,1.2
CC(N=C1NS(=O)(=O)c2ccccc21)c1ccccc1 (centres undefined),99,0[fluorescence artefact?],115,100,3,1,2,100,1.1
Cc1c(NC(=O)OC(C)C)sc(=S)n1C,102,-9,106,105,6,.,-10,102,1.2
Cc1ccc(OCn2c(=O)sc3ccccc32)cc1,107,-16,97,102,10[fluorescence artefact?],2,-19,95,1.2
CCCn1c(SCC(=O)NCCc2ccc(Cl)cc2Cl)n[nH]c1=O,93,-13,117,97,-2,-3,0,91,1
CCCCCc1c(O)c2ccccc2[nH]c1=O,108,8,97,100,-2,11,11,103,1.1
Nc1ccc2nc(-c3ccc(N)c(Cl)c3)[nH]c2c1,86,54*[fluorescence artefact?],27[fluorescence artefact?],105,7,.,92*[fluorescence artefact?],50,1.5

# Continued:
SMILES,HUVEC inhibit,ERb SRC1 inh,ERa coact pot,Fibroblast inh,Smad3 FoxH1 inh,CD11b adhes enh,ERa coact inh,H69AR inhibit,MT1-MMP txn act
CCC1CCC(NC2CCCCNC2=O)CC1 (centres undefined),109,-1,87,101,-1,-4,-2,97,1
Cc1ccc(CNC(=O)c2ccc(CN3CCOCC3)cc2)cc1,99,-9[fluorescence artefact?],123[fluorescence artefact?],104,1,2,-6,88,1.2
CC(C)OC(=O)c1ccc(Cn2nnc3ccccc3c2=O)cc1,99,-2,98,87,3,2,-1,93,.
COc1ccccc1N1CCN(C(=O)CN(c2cc(C)cc(C)c2)S(C)(=O)=O)CC1,97,2[fluorescence artefact?],142,103,-4,-5,-3,89,1.1
COc1ccc(-n2c(Cc3cccn3C)nnc2SCC(=O)Nc2ccccc2C)cc1,108,2,108,93,-5,11,-6,85,0.9
CC12CCC(C(=O)NCCN3CCCCC3)(CC1=O)C2(C)C (centres undefined),94,-9[fluorescence artefact?],113,92,23[fluorescence artefact?],-4,-5[fluorescence artefact?],87,1
COc1ccc2[nH]c3c(NCCN4CCCCC4)ncnc3c2c1,88,-4,122[fluorescence artefact?],86,-4,-1,-1,76,1.3
Nc1ccc(-n2c(N)c(C(=O)NCc3ccc4c(c3)OCO4)c3nc4ccccc4nc32)cc1,83,33,15[fluorescence artefact?],89,4,.,79*[fluorescence artefact?],61,1
Cc1cccn2c(=O)c(C=Nc3ccccc3)c(NCCO)nc12,88,-1,82,96,8,-3,11,92,1.1
O=C(CCCCCN1C(=O)CCC1=O)Nc1ncn[nH]1,97,7,98,106,-20,0,10,.,1.2
O=C(c1cn(CC(=O)N2CCCC2)c2ccccc12)C1CCCCC1,104,22,114,95,-15,1,17,.,1.1
Cn1c(SCC(=O)N2CCN(S(=O)(=O)c3ccccc3)CC2)nc2ccccc21,88,4,92,99,-10,.,1,87,1.1
CCOC(=O)C(CC)n1cnc2c(cnn2-c2ccc(Cl)cc2)c1=O (centres undefined),83,-5,111[fluorescence artefact?],96,6,0,1,89,1.2
CC(C)OCCCNc1nc2c([nH]1)c(=O)n(C)c(=O)n2C,88,-5,102,95,7,2,-7,82,1
CC(=O)c1cc2c(C)cc(=O)oc2cc1O,86,4,95[fluorescence artefact?],109,5,-6,-11,92,1.2
COc1ccc(-c2cc(C(=O)N3CCN(c4ccccn4)CC3)c3ccccc3n2)cc1,59,3,107,93,0,-6,8[fluorescence artefact?],16*,1.8
CCOc1ccc2nc(SCC(=O)c3ccc(C)s3)sc2c1,103,0[fluorescence artefact?],221*,110,-1,1,22[fluorescence artefact?],100,.
Cc1cc(N)n2ncc(-c3ccc(F)cc3)c2n1,79,-10,99,81,-9,-4,-9,69,1.9
O=C(c1ccc(Cl)c(S(=O)(=O)N2CCCCCC2)c1)N1CCN(CCO)CC1,99,-9,105,99,7,-3,2,76,1.1
Cc1cccc(NC(=O)CN2CCCN(S(=O)(=O)c3ccc(Br)s3)CC2)c1,77,-8[fluorescence artefact?],124[fluorescence artefact?],96,4,1,-6,36*,1.1
CCc1nnc(NC2=NCCC2)s1,90,19,85,100,6,-3,4,102,1.1
CCOC(=O)C(C(=O)Nc1ccc(C)cc1)C1CCCCC1 (centres undefined),80,0[fluorescence artefact?],111[fluorescence artefact?],89,0,-7,9[fluorescence artefact?],23*,1.2
Cc1ccc(C(=O)Nc2ccccc2C(=O)N2CC3(C)CC2CC(C)(C)C3)cc1 (centres undefined),95,-3,115,96,-1,-1,3,87,.
COc1cccc(NC(=O)COc2ccc(N3CC(C(=O)NCC(C)C)CC3=O)cc2)c1 (centres undefined),92,-3[fluorescence artefact?],116[fluorescence artefact?],92,10,4,-4,87,1
COc1ccc(N/C(=C(/C(Cl)=C(Cl)Cl)[N+](=O)[O-])n2nnc3ccccc32)cc1OC,93,23,65,114,2,0,2,48,1

# In the list so far, 5 have a thiophene ring, fused or not.
SMILES,HUVEC inhibit,ERb SRC1 inh,ERa coact pot,Fibroblast inh,Smad3 FoxH1 inh,CD11b adhes enh,ERa coact inh,H69AR inhibit,MT1-MMP txn act
O=C(COc1ccccc1Cl)Nc1nc(-c2cccs2)cs1,89,-4,101,95,-6,-3,-4,92,1.1
Cc1nn(C(=O)c2cccs2)c(N)c1-c1ccccc1,119,2,76,108,-1,-3,-8,90,1.6
COc1ccccc1-c1cc(C(=O)NCc2cccs2)no1,92,-31,115,87,-7,-1,-28,63,1.2
CCOc1ccc2nc(SCC(=O)c3ccc(C)s3)sc2c1,103,0[fluorescence artefact?],221*,110,-1,1,22[fluorescence artefact?],100,.
Cc1cccc(NC(=O)CN2CCCN(S(=O)(=O)c3ccc(Br)s3)CC2)c1,77,-8[fluorescence artefact?],124[fluorescence artefact?],96,4,1,-6,36*,1.1

# New compounds follow.
SMILES,HUVEC inhibit,ERb SRC1 inh,ERa coact pot,Fibroblast inh,Smad3 FoxH1 inh,CD11b adhes enh,ERa coact inh,H69AR inhibit,MT1-MMP txn act
CCCCC(=O)Nc1ccc(NC(=O)c2cccs2)cn1,78,-24[fluorescence artefact?],120[fluorescence artefact?],100,3,.,-19,75,1.2
c1cncc(-c2noc(C34CC5CC(CC(C5)C3)C4)n2)c1,102,-4[fluorescence artefact?],108,82,12,3,0,103,1.8
O=C(NCc1ccco1)C1(c2ccccc2)CCCC1,109,-9,114,104,2,-1,-1,93,1.1
Cc1ccc2c(c1)nnn2C1CCN(CC(=O)Nc2ccccc2N2CCOCC2)CC1,84,-2,95,99,-8,4,1,67,1.3
COc1ccc(OCc2nn3c(-c4ccco4)nnc3s2)cc1,97,32[fluorescence artefact?],99,107,8,7,24,84,1
CC(C)CNC(=O)CSc1ccc(Cl)cc1,94,-4[fluorescence artefact?],106,100,3[fluorescence artefact?],-2,3[fluorescence artefact?],103,1.3
Cc1ccc(NCc2nnc(SCC(=O)NCc3ccco3)n2CC2CCCO2)cc1Cl (centres undefined),96,-1,109,94,2,4,-3,89,1.1
O=C(CSc1nc2ccccc2[nH]1)N1CCN(S(=O)(=O)c2ccc(Cl)cc2)CC1,95,-4,97,117,-8,-2,-2,86,1.2
CCOc1cc(Br)c(C(=O)O)cc1OC,90,-2,112,94,12,3,14,100,1.1
Cc1cccc(NC(=O)c2cc3n(n2)C(C(F)(F)F)CC(C2CC2)N3)c1C (centres undefined),105,41,65,100,4,1,32,94,1.2
O=C(CSc1nnc(CNC(=O)c2cccs2)o1)NCCc1ccccc1,119,0,88,111,0,.,3,104,1.2
CCOc1ccc(N(CC(=O)Nc2ccc(OC)cc2)S(=O)(=O)c2c(C)noc2C)cc1,59,-3,91,87,3,0,6[fluorescence artefact?],88,1
CN(c1ccc(C(=O)N2CCCCC2)cc1)S(=O)(=O)c1ccccc1,112,-4,105,101,12,-3,-6,83,1.2
c1ccc(CN2CCN(C(c3ccccc3)c3nnnn3Cc3ccccc3)CC2)cc1 (centres undefined),96,17[fluorescence artefact?],82,101,-3,.,32,63,.
COc1ccc(NS(=O)(=O)c2ccc3c(c2)Cc2ccccc2-3)cn1,82,-21,86,99,5,-4,-20,93,1.1
CCn1cc(C(=O)NC2CCC(C)CC2)c(=O)c2cc(S(=O)(=O)N3CCCCC3)ccc21 (centres undefined),63,-8,105,101,7,-3,-7,90,1.8
O=C(NCc1ccco1)c1ccc2ccccc2c1,93,8[fluorescence artefact?],110[fluorescence artefact?],103,9,-5,-2[fluorescence artefact?],102,1.5
Cc1ccc2cc(CN(Cc3ccccc3)Cc3nnnn3C3CCCC3)c(=O)[nH]c2c1,74,27[fluorescence artefact?],93,108,1,11,18[fluorescence artefact?],5.0*,1.1
CCn1c(=S)[nH]c2cc(C(=O)OC)ccc2c1=O,96,-15,95,102,4,-2,-6,81,1.1
Cc1ccnc(NS(=O)(=O)c2ccc(NC(=O)C3CCCCC3)cc2)n1,91,-5,136[fluorescence artefact?],96,-1,-6,-7,102,1
Cc1c(Cl)cnc(NC(=O)COC(=O)C(NC(=O)c2ccco2)C(C)C)c1Cl (centres undefined),98,13[fluorescence artefact?],65[fluorescence artefact?],96,-8,6,2,90,1
COc1cc(C2c3c(oc4ccccc4c3=O)C(=O)N2CCN2CCOCC2)cc(OC)c1OC (centres undefined),109,-2,118,100,-7,1,-2,87,1.1
CCc1nnc(NC(=O)CSc2nnc(CNc3ccc(Cl)cc3)o2)s1,79,7,114,96,6[fluorescence artefact?],-1,11[fluorescence artefact?],126,1.1
Cc1cccc(S(=O)(=O)C(C#N)c2nc3ccccc3nc2N2CCOCC2)c1 (centres undefined),88,-1,121,99,11,0,-4,96,1
